Bioassay records: PubChem BioAssay, National Center for Advancing Translational Sciences (NCATS)
WRN helicase inh = inhibitors of human WRN helicase; 0.46% of 360,000 active; Potency, µM (titrated, usually from 114 µM), for inactives: at the highest dose activity change, negative = inhibition, usual class: inhibitors; Q14191; AID 651768; WRN helicase unwinding, fluorescent forked duplex, kinetic; further: potency means the concentration at half of the fitted maximal effect; on the % scale 0 is the no-effect control and ±100 the full control effect; nearly all actives have a fitted effect of over 55% in size
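Screening of the MLSMR collection measured strand separation of a quenched forked DNA duplex (100 nM) by 20 nM WRN with 2 mM ATP, all final. Compounds were preincubated with enzyme 15 min at room temperature.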
PI5P4K alpha inh = PI5P4K alpha (human) kinase inhibition; P48426; PI5P4Kalpha enzyme, ADP-Glo luminescence, 60 min; hits give low values; max response, %; 1.2% of 330,000 active; active means max response of -50% or lower; inconclusive means between -30% and -50%; inactive means -30% or higher; further: value at the top dose of about 77 µM; on the % scale 0 is the no-effect control and ±100 the full control effect
Target sequence (P48426 whole entry, looked up): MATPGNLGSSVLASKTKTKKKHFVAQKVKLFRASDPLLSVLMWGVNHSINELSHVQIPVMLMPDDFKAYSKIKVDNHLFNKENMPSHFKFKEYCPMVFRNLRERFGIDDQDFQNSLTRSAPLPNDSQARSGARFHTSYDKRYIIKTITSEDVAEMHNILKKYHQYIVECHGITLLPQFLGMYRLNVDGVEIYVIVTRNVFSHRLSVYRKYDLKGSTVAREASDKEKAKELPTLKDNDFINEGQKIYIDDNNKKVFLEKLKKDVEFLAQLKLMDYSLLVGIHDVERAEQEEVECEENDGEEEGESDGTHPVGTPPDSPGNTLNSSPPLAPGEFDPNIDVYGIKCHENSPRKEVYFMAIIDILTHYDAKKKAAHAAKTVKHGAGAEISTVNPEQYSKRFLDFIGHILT
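Controls without substrate or without enzyme flank wells where PI5P4Kalpha converts substrate using 5 microM ATP (final). Incubation lasts 60 minutes at room temperature; ADP formed is read by ADP-Glo luminescence.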
PLK1 PBD block = PLK1 (human) polo-box domain binding inhibition; P53350; Plk1 PBD binding of FITC phosphopeptide, fluorescence polarization; Potency, µM, inactives show max response, negative = inhibition, actives largely listed as inhibitors; 2.8% of 360,000 active; AID 720504; further: potency means the concentration at half of the fitted maximal effect; series mostly up to about 57 µM; on the % scale 0 is the no-effect control and ±100 the full control effect; nearly all actives have a fitted effect of over 65% in size
Target sequence (P53350 whole entry, looked up, the tested form may be a part): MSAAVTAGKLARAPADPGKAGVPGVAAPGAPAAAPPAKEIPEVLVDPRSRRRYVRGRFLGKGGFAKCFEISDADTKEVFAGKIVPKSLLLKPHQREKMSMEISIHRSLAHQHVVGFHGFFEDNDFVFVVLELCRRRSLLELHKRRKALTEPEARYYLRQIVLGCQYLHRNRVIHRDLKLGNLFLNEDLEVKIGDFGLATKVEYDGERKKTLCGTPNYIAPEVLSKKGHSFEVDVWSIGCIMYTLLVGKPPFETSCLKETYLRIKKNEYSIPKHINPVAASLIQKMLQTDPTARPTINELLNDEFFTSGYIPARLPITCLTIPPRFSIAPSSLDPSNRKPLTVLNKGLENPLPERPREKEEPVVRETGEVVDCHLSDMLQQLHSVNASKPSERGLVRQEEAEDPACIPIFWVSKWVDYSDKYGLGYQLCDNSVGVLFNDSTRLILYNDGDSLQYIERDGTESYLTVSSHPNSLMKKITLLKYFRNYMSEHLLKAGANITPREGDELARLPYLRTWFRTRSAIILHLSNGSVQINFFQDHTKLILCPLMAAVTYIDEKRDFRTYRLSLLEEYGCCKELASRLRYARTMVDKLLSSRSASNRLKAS
FUS suppressor = rescues growth of FUS-expressing yeast. S. cerevisiae FUS-expressing, growth rescue, OD600, 24 h. Potency, µM (series often up to 76.6 µM), for inactives: top-dose growth rescue (activation), actives largely listed as activators. 0.24% of 390,000 active;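 further: potency means the concentration at half of the fitted maximal effect; plate controls were DMSO vehicle for no effect and reference control for full effect; nearly all actives have a fitted effect of over 55% in size; some results filed as inactive show a strong effect at the top dose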
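Restored growth of FUS-toxic S. cerevisiae, read as 600 nm absorbance after 24 h at 30C in galactose medium (starting OD 0.005). Controls CP55940 and DMSO.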
EPAC1 antagonist = EPAC1 (human) antagonism; 0.14% of 360,000 active; EPAC1 GEF assay, Rap1b-BODIPY-GDP exchange fluorescence; O95398; Potency, µM (doses to about 115 µM), for the others: top-dose activity change, negative = inhibition, usual class: inhibitors;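 further: potency means the concentration at half of the fitted maximal effect; plate controls were vehicle for no effect and positive control for full effect; nearly all actives have a fitted effect of over 50% in size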
EPAC1 agonist = activates human EPAC1 exchange factor; AID 720707; EPAC1 agonist qHTS, biochemical assay; response scale: 100% = response to 6.5 mM cAMP; 0.073% of 360,000 active; Potency, µM (highest dose often 154 µM), for inactives: top-dose activation, usual class: activators; further: potency means the concentration at half of the fitted maximal effect; nearly all actives have a fitted effect of over 60% in size
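Compounds were pinned as a concentration titration into mixtures of EPAC1 (100 nM), BODIPY-GDP-loaded Rap1B (250 nM) and GDP (50 uM). After 5 min at room temperature, fluorescence was followed for 30 min; activity was scaled to 6.5 mM cAMP.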
aSyn yeast inh = inhibitors of alpha-synuclein toxicity in yeast; 0.14% of 370,000 active; Potency, µM (top dose mostly 46.1 µM), inactives show at the highest dose growth rescue (activation), actives largely listed as activators; Yeast expressing alpha-synuclein, growth rescue, BacTiter-Glo, 24 h; further: potency means the concentration at half of the fitted maximal effect; % of control where 0% means no effect; nearly all actives have a fitted effect of over 65% in size
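Screening used galactose-induced yeast with toxic alpha-synuclein levels, exposed to compound for 24 hr at 30 deg C. Cell growth, read with BacTiter-Glo luminescence, gave the measured signal.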
Abeta rescue = restores growth of yeast expressing A-beta42 peptide; yeast expressing A-beta42, growth rescue, OD600, 48 h; response scale: 0% DMSO, 100% iron-clioquinol control; Potency, µM (series often up to 46.1 µM), for inactives: at the highest dose growth rescue, hits mostly activators; 0.063% of 410,000 active; AID 1347071; further: potency means the concentration at half of the fitted maximal effect; nearly all actives have a fitted effect of over 55% in size
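Yeast A-beta toxicity model in growth medium with pinned compounds, 48 h at 30 C; growth read as absorbance at 600 nm. Normalized to FeCl3/clioquinol equimolar mix (positive) and DMSO (negative).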
IL-2 act = activators of IL-2. AID 652025. 0.065% of 360,000 active. IL-2 activation reporter assay, cell-based qHTS; stimulated with anti-CD3/CD4/CD28 beads; in transgenic mouse T cells. activation, % (series mostly up to about 46 µM); in the data active means activation above about 50%; inconclusive means mostly about 30% to 49%; further: 0% is about no effect
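Using fluorescent plate cytometry, EGFP and DsRed are detected in transgenic mouse T cells stimulated 18 h at 37 degrees C with antibody-coated beads after 60 min compound pretreatment.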
* marks the source's active call; other numbers are inactive results; ? = inconclusive; · = no result given; & = joins results of further samples; [ ] = another dose, or the depositor's remark. Unless noted, the call rests on the fitted dose curve; in most records, active means well fitted curve in the direction sought with a large enough effect; inconclusive means small, poorly fitted or top-dose-only effect, or another doubt; inactive means no such curve, though single readings can be large; an effect the other way counts as inactive or inconclusive. Rows are unselected; overall some 4.1% were active at least once.

molecule,WRN helicase inh,PI5P4K alpha inh,PLK1 PBD block,FUS suppressor,EPAC1 antagonist,EPAC1 agonist,aSyn yeast inh,Abeta rescue,IL-2 act
O=C(N/N=C/c1cccc(OC(=O)c2ccc([N+](=O)[O-])cc2)c1)c1cccnc1,-3%,2,?,20%,2%,2%,-1%,-10%,-1.5
COc1ccc(C)cc1NC(=O)c1nn(-c2ccccc2)cc1OC,1%,-5,?,12%,?,4%,-11%,-29%,-6.5
Cc1cc(OCC(=O)N2CCC(C(N)=O)CC2)c2c(C)cc(=O)oc2c1,4%,7,-3%,-9%,-5%,-9%,2%,-9%,0.4
Cc1ccc(NC(=O)CC[C@H]2O[C@@H](n3cnc4c(NC(=O)c5ccccc5)ncnc43)[C@H](O)[C@@H]2O)cc1C,7%,-3,-1%,-2%,10%,5%,-1%,-1%,1.9
O=C(NCC1CC1)c1ccccc1Cl,6%,7,-4%,-34%,1%,10%,-8%,-10%,0.9
CCOC(=O)c1ccc(N/C(=N\S(=O)(=O)c2ccccc2C)c2ccccc2)cc1,-17%,-3,-7%,18%,-24%,17%,5%,10%,-0.5
O=C(Cn1c(SCc2ccccc2)nc2ccccc21)N1CCOCC1,1%,6,-6%,-2%,-10%,0%,0%,11%,-1.5
N#CCCC(C#N)(c1cccnc1)N1CCOCC1 (stereo not given),3%,-8,-8%,-7%,-16%,2%,-5%,6%,-2.7
COc1cccc2[nH]c(C(=O)NCC3CCCO3)cc12 (stereo not given),-15%[57.1 µM],-2,-1%,12%,3%,-2%,9%,-5%,1.1
Cc1cccc(/C=C2\CCC(C3CCCC3)C2=O)c1 (stereo not given),-31%[57.1 µM],14,0%,13%,15%,-7%,-1%,-9%,-0.3
O=C(CCc1ccccc1)C(=O)N1CCCC(C(=O)c2cccc(Cl)c2)C1 (stereo not given),-6%,2,-24%,36%,-14%,11%,2%,-12%,-3.1
C=C(C)C1CC=C(C)/C(=N\NC(=O)CNc2ccccc2OC)C1 (stereo not given),-5%,1,-2%,-13%,-13%,11%,0%,-2%,4.0
CCS(=O)(=O)n1nc(-c2ccc(Cl)cc2)nc1SC,-8%,3,-10%,22%,-3%,7%,0%,-29%,-0.5
CC(C)[C@H](NC(=O)c1ccc(Cl)cc1)C(=O)OCC(=O)N1CCN(c2ccccc2)CC1,-19%,-10,-12%,·,5%,7%,-3%,-1%,1.7
COc1ccc(OC)c(-n2c(C)nc3cc(C(=O)O)ccc32)c1,-5%[57.1 µM],-7,-17%,-13%,3%,4%,7%,15%,-1.2

Fetched one by one from the list above:
molecule,WRN helicase inh,PI5P4K alpha inh,PLK1 PBD block,FUS suppressor,EPAC1 antagonist,EPAC1 agonist,aSyn yeast inh,Abeta rescue,IL-2 act
COc1cccc2[nH]c(C(=O)NCC3CCCO3)cc12 (stereo not given),-15%[57.1 µM],-2,-1%,12%,3%,-2%,9%,-5%,1.1
CCS(=O)(=O)n1nc(-c2ccc(Cl)cc2)nc1SC,-8%,3,-10%,22%,-3%,7%,0%,-29%,-0.5

(next part)
molecule,WRN helicase inh,PI5P4K alpha inh,PLK1 PBD block,FUS suppressor,EPAC1 antagonist,EPAC1 agonist,aSyn yeast inh,Abeta rescue,IL-2 act
O=C(COC(=O)C1CC2CCCC(C1)C2=O)Nc1ccc(Cl)cn1 (stereo not given),-1%,-8,3%,15%,22%,-1%,0%[1.84 µM],3%,0.4
CCOC(=O)N1CCN(c2c(N3CCc4ccccc4C3)c(=O)c2=O)CC1,-3%,4,-2%,-7%,1%,1%,-2%,-21%,-2.2
Cc1ccc(CNc2nc3c([nH]2)c(=O)n(C)c(=O)n3C)cc1,-1%,2,-3%,9%,-9%,-7%,2%,1%,0.3
CC1(C(=O)NCc2cccc3ccccc23)CCN1Cc1ccc(OC(F)(F)F)cc1 (stereo not given),-12%,23,3%,25%,-24%,-28%,5%,?,-0.7
CCOc1ccc(CCNC(=O)/C=C/c2ccco2)cc1OCC,-4%,2,-24%,12%,10%,-1%,7%,0%,-3.4
COc1ccc(/C=N/NC(=O)c2ccccc2O)cc1Cn1cc(Cl)cn1,-41%[57.1 µM],-15,?,4%,-4%,-12%,-9%,-13%,-2.0
O=C(CNC(=O)c1ccc(Oc2ccccc2)cc1)OC1CCCCC1=O (stereo not given),-7%,-5,0%,14%,7%,-2%,12%,3%,-1.0
O=C(COC(=O)Cc1ccc(Cl)cc1)Nc1c(F)cccc1F,-5%,2,-1%,7%,-28%,7%,3%,5%,-0.2
CCC(=O)N(CC)C1=C(O)c2ccccc2C(=O)C1=O,-29%,?,24µM*,·,-23%,-1%,-69%[inhibitor],-50%[inhibitor],-0.4
CCCNc1nc(Cl)nc(Nc2ccc(Cl)cc2)n1,-8%,0,-1%,-18%,-12%,8%,-20%,-25%,-2.7
O=C(NNC(=O)c1ccccc1-n1cccc1)c1cncc(Br)c1,6%,14,-6%,-26%,8%,9%,7%,12%,-0.2
O=C(NCC(=O)N(c1ccc2c(c1)OCCO2)C(C(=O)NC1CCCC1)c1ccco1)c1ccco1 (stereo not given),-6%,-2,-6%,20%,12%,0%,2%,-15%,-0.2
CC1=C(C(=O)NCc2ccccc2)C(c2ccccc2OCC(N)=O)NC(=O)N1 (stereo not given),-3%,·,1%,0%,2%,4%,0%,-1%,0.2
Cc1ccc(C(=O)N/C(=C\c2cccs2)C(=O)N2CCOCC2)cc1C,4%,-4,4%,10%,-7%,3%,2%,7%,0.2
O=C(NC(=S)N1CCCCC1c1cccnc1)c1ccccc1 (stereo not given),1%,6,-9%,-23%,?,-8%,-1%,1%,3.8
O=C1C=C(c2ccccc2Oc2ccccc2)C[C@@H](c2ccc3c(c2)OCO3)C1,-1%,1,-7%,10%,-1%,-2%,0%,-6%,-0.5
COc1ccc(OC)c(-c2cc(C(=O)N3CCN(c4ccccc4)CC3)no2)c1,-4%,6,3%,?,-24%,5%,9%,5%,-2.4
COc1ccc(CNC(=O)CSc2nnc(-c3ccc(NC(C)=O)cc3)n2C)cc1,-1%,·,-10%,21%,1%,-5%,-16%,7%,0.0
COc1ccc2[nH]c(=O)c(CN(c3ccccc3)S(=O)(=O)c3ccccc3)cc2c1,3%,-2,1%,·,3%,-11%,0%,2%,-0.8
O=C(NCc1ccco1)C1CCCN(S(=O)(=O)c2ccc(-n3cnnn3)cc2)C1 (stereo not given),-20%[57.1 µM],-26,-10%,43%,5%,-12%,-1%,8%,2.1
CN(C)c1nccc(Nc2ccccc2)c1C#N,1%,-1,-1%,-22%,8%,4%,-12%,8%,0.8
COc1cc2oc(=O)cc(CN3CCCC3)c2cc1Cl,-2%,-16,-4%,3%,7%,4%,0%,2%,0.2
CCCNC(=O)C1(C)CCCN(C(=O)c2ccc(OC)cc2OC)C1 (stereo not given),0%,0,3%,-18%,0%,-1%,-1%,-6%,-0.1
Cc1cccc(C(CC(=O)NCCc2ccccc2)c2ccccc2)c1O (stereo not given),-11%,-1,-5%,23%,1%,13%,-1%,-25%,-0.5
O=C(c1sc2ccccc2c1Cl)N(Cc1cccs1)C1CCS(=O)(=O)C1 (stereo not given),-4%,2,-15%,?,-20%,0%,11%,2%,-4.5
N#Cc1ccc(Oc2c(Cl)cncc2Cl)cc1,3%,-11,1%,-5%,0%,-3%,3%,-8%,0.6
CCc1ccccc1NC(=S)N(CCN1CCOCC1)C1CCN(C(C)=O)CC1,-5%,-6,-17%,21%,-24%,8%,-9%,-13%,-0.2
Cc1cc(CSc2ccccc2C(=O)O)on1,6%,6,-1%,0%,14%,2%,0%,13%,-0.4
COc1ccc(-n2c(=O)c3c4c(sc3n3c(=S)[nH]nc23)COC(C(C)C)C4)cc1 (stereo not given),-34%,-16,-15%,5%,?,11%,-4%,-13%,1.9
O=C(O)Cn1cc(/C=C2/SC(=O)N(CC(=O)N3CCCCCC3)C2=O)c2ccccc21,0%,-22,27µM*,12%,-22%,5%,1%,-26%,-0.4
CCN(CC)C(=O)C1=C(C)N(CCC2=CCCCC2)C(=O)C(CC(=O)NC2CCCC2)C1 (stereo not given),-6%,-1,1%,7%,5%,12%,-21%,2%,-0.2
CCOC(=O)N/N=C(\C)c1cccs1,-5%,-1,-4%,15%,4%,11%,-3%,-1%,1.2
CCOC(=O)c1cnn(-c2nc(C)cc(C)n2)c1N,4%,2,-6%,5%,1%,-2%,-4%,-3%,-1.6
COc1cccc(-c2cnc3c(NC(C)=O)cc(-c4ccc(C(=O)NC5CC5)cc4)cn23)c1,-8%,-19,1%,?,9%,-3%,7%,-5%,0.0
CC(C)c1ccc(NC(=O)CC2Oc3ccccc3NC2=O)cc1 (stereo not given),-10%,8,-3%,-18%&17%,4%,8%,-1%,-14%&-17%,0.1
O=C(NCCc1ccccc1F)C1C(=O)Nc2ccccc2C(=O)N1C1CCCCC1 (stereo not given),4%,3,2%,-5%,-5%,-1%,19%,13%,-1.0
NC(=O)c1cc[n+](CC(=O)NC(=O)Nc2ccccc2)cc1,0%,8,-5%,-8%,11%,11%,-1%,-1%,-0.5
CCNc1nc(NCC)n2c(SCc3nc4ccccc4c(=O)[nH]3)nnc2n1,2%,3,-7%,-3%,-22%,15%,-3%,-12%,0.4
